CHT PAM: allosteric activators of human choline transporter CHT. CHT-expressing cells, membrane potential dye, choline EC20; hits give high values; LV-AA mutant CHT in HEK293 cells. Q9GZV3. actives 0.49% (n = 310,000). B-score at 10 µM. AID 488977;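 active = initial fluorescence not abnormally high and integrated response B-score, plate-corrected, over 3 SD above library mean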
Target sequence (Q9GZV3 whole entry, looked up): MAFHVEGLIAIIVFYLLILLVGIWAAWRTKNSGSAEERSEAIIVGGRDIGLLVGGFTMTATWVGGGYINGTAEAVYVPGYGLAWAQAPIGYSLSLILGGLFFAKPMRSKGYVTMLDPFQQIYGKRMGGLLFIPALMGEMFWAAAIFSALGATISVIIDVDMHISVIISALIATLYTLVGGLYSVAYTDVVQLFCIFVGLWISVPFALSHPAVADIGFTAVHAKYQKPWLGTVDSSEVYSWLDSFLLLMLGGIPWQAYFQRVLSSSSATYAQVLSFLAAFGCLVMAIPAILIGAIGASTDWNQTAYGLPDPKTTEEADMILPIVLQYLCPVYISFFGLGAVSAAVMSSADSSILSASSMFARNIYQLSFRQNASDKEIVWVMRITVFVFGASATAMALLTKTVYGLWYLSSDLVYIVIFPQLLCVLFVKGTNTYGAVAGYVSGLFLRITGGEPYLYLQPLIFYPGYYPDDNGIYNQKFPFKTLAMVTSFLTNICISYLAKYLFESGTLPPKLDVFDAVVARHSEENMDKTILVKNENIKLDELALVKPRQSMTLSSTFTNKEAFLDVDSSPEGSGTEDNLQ
CHT block: inhibitors of human choline transporter CHT; Q9GZV3; CHT-expressing cells, membrane potential dye, choline response; hits give low values; B-score at 10 µM; actives 0.86% (n = 310,000); AID 488975;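 active = B-score over 3 SD under the library average, and starting fluorescence ratio not unusually high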;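 also: choline stimulus applied at its EC90 after an EC20 pre-addition; B-score computed on integrated fluorescence ratio after choline addition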
Numbers without * were called inactive; i = inactive. Compounds as they come. Share with any hit: about 1.5%.

canonical_smiles | CHT PAM | CHT block
Cc1cc2ccccn2c1C(=O)c1cccc(S(=O)(=O)N2CCOCC2)c1 | i | i
CCCc1cc(=O)n2[nH]c(-c3ccc(Cl)cc3)cc2n1 | i | i
O=S(=O)(NCCC1=CCCCC1)c1cccc(Br)c1 | i | i
CCOC(=O)c1[nH]c2ccccc2c1CCCN1C(=O)c2ccccc2C1=O | i | i
CCOC(=O)c1csc(N/N=C2\CCc3ccccc32)n1 | i | i
CN(CC(=O)NCc1ccc(Cl)cc1)S(=O)(=O)c1cccc2cccnc12 | i | i
Cc1cc(Cl)ccc1NNC(=O)c1snnc1C | i | i
Cc1nc2ccc(C(C(F)(F)F)(C(F)(F)F)C(F)(F)F)cc2[nH]1 | i | i
COc1cc(/C=C/c2nc(-c3ccccc3O)n[nH]2)cc(OC)c1OC | i | i
CCOC(=O)N1CCC(N2Cc3cccc(C(=O)NCC4CCN(CC(C)C)C4)c3C2=O)CC1 (stereo not given) | 6.3* | i
COc1cc(NC(=O)c2cc3c(Cl)nc4ccccc4c3s2)cc(OC)c1OC | i | i
CCN(CC)CC(O)CN1c2ccccc2Sc2ccccc21 (stereo not given) | i | i
CC(=O)c1ccc2noc(-c3ccccc3)c2c1 | i | i
CCn1c(SCC(=O)Nc2nc(C)c(C)s2)nnc1-c1ccco1 | i | i
CC(C)C[C@H](NC(=O)c1[nH]cnc1C(=O)N[C@@H](Cc1ccccc1)C(=O)OCc1ccccc1)C(=O)OCc1ccccc1 | i | i
COC(=O)CSc1ccc2nnc(-c3ccc(F)cc3)n2n1 | i | i
C=CCn1c(=O)c2ccccc2n2c(=S)[nH]nc12 | i | i
CCCCCn1ccc(=N)cc1 | i | i
Cc1ccc(Cn2ccc(NC(=O)c3noc4c3CCc3ccccc3-4)n2)cc1 | i | i
CC(Oc1ccc(Cl)cc1Cl)c1ccnc(N)n1 (stereo not given) | i | i

Molecules from the list above that contain an aryl thioether with sulfur outside any ring:
canonical_smiles | CHT PAM | CHT block
CCn1c(SCC(=O)Nc2nc(C)c(C)s2)nnc1-c1ccco1 | i | i
COC(=O)CSc1ccc2nnc(-c3ccc(F)cc3)n2n1 | i | i

Further records follow:
canonical_smiles | CHT PAM | CHT block
COn1c(=S)[nH]c2ccccc2c1=O | i | i
N#C/C(=C\c1ccc(Cl)cc1)c1nc(-c2ccco2)cs1 | i | i
Cc1ccc2c(CSc3nnnn3C)cc(=O)oc2c1 | i | i
Cc1ccc(NC(=O)c2ccccc2F)nc1 | i | i
O=C(NC1CCN(Cc2ccccc2Cl)CC1)c1ccccc1 | i | i
Cc1ccc(C(=O)Nc2ccccc2)cc1S(=O)(=O)N1CCN(C)CC1 | i | i
Cc1cc(C)nc(NC(=S)Nc2cccc(Cl)c2Cl)c1 | i | i
COc1ccc(N(CC(=O)NCCSc2ccc(C)cc2)S(=O)(=O)c2ccccc2)c(OC)c1 | i | i
O=C(CCc1c[nH]c2ccccc12)NCCc1ccccc1 | i | i
CC(C(=O)NC1CC(C)(C)NC(C)(C)C1)c1ccc([N+](=O)[O-])cc1 (stereo not given) | i | i
Cc1cnc(NC(=O)CSc2nnc(-c3ccccc3)o2)s1 | i | i
O=C(CS(=O)(=O)Cc1ccccc1)N1CCN(Cc2ccc3c(c2)OCO3)CC1 | i | i
CCOC(=O)C1(Cc2ccccc2C)CCCN(S(C)(=O)=O)C1 (stereo not given) | i | i
COc1ccc2nc(Sc3c([N+](=O)[O-])nc(C)n3Cc3ccccc3)[nH]c2c1 | i | i
COCCOc1nc2c(c(=O)n(C)c(=O)n2C)n1Cc1cccc(OC)c1 | i | i
COc1ccccc1OCCNC(=O)CN(c1cccc(C)c1)S(=O)(=O)c1ccccc1 | i | i
CC(/C=N/NC(=O)c1cc(-c2ccc(C)s2)[nH]n1)=C\c1ccccc1 | i | i
O=C(Nc1nccs1)c1cc([N+](=O)[O-])ccc1Cl | i | i
CCOc1ccc(C(=O)NCC(=O)OC(C)C(=O)NCc2ccco2)cc1OCC (stereo not given) | i | i
Cc1nn(-c2ccc(Cl)c(Cl)c2Cl)c(=O)c2ccccc12 | i | i
CCOc1cc(C2C(C(=O)OC)=CN(Cc3ccc(Cl)cc3)C=C2C(=O)OC)ccc1O | i | i
CCCC(=O)C1=C(O)C(C(=O)OC)C(C)(C)CC1=NCCCCCC(=O)O (stereo not given) | i | i
CC(C)(C)NC(=O)C(c1ccco1)N(C(=O)Cn1nnc(-c2ccc(F)cc2)n1)c1ccccc1 (stereo not given) | i | i
COc1ccccc1COc1ccc2c(C)c(CCC(=O)O)c(=O)oc2c1C | i | i
COc1ccc(C2(CNC(=O)C(c3ccccc3)c3ccccc3)CCOCC2)cc1OC | i | i
COc1ccc(C(=O)NCCC2=CCCCC2)cc1 | i | i
COc1ccc(CS(=O)(=O)CC(C)(O)c2ccc(Cl)cc2)cc1 (stereo not given) | i | i
CCn1c(C)c(C(C)=O)c(N2CCN(c3ccc(OC)cc3)CC2)nc1=S | i | i
CSc1nc(-c2ccccc2)nn1C(=O)c1ccccc1 | i | i
Nc1nc(-c2ccco2)nn1C(=O)c1ccc([N+](=O)[O-])cc1 | i | i
O=[N+]([O-])c1ccc(COc2ccc(-c3[nH]ncc3-c3ccccc3)c(O)c2)cc1 | i | i
CSCCC(NC(=O)c1ccccc1Br)C(=O)NCC1CCCCC1 (stereo not given) | i | i
Cc1ccc2nc(-c3cccs3)oc(=O)c2c1 | i | i
COCCN1C(=O)C(=O)/C(=C(/O)c2ccc3c(c2)OCCO3)C1c1ccc(C(=O)OC)cc1 (stereo not given) | i | i
CC(C)CC1Nc2ccc(C(=O)NCc3ccc4c(c3)OCO4)cc2NC1=O (stereo not given) | i | i
Nc1ccccc1C(=O)NCc1ccc(F)cc1 | i | i
COc1ccc(C(=O)NCc2nnc(SCC(=O)NO)n2Cc2ccccc2)cc1 | i | i
Cc1ccc(C2=NN(CC(=O)NCCN(CC(C)C)CC(C)C)C(=O)CC2)cc1 | i | i
O=C(CS(=O)(=O)c1ccccc1)Nc1ccc(Br)cn1 | i | i
CC(=O)Nc1ccc(-c2cc(N)n(-c3ccccc3)n2)cc1 | i | i
COc1ccc(N2CCN(CCCNC(=O)c3cc4sccc4n3C)CC2)cc1 | i | i
Cc1cc(C(=O)NC(C)c2ccc3c(c2)OCO3)cs1 (stereo not given) | i | i
COc1cccc(CN2CCNC(=O)C2CC(=O)N(C)CCC2CCOCC2)c1 (stereo not given) | i | i
CCCCCCc1cc2cc(C(=O)Nc3ccccc3OC)c(=O)oc2cc1O | i | i
O=C(Nc1cccc([N+](=O)[O-])c1)c1ccc2nsnc2c1 | i | i
CCOc1ccc(/C=N/NC(=O)CN2CCCCCCC2)cc1 | i | i
O=C(NC(=S)Nc1ccccc1O)c1ccc(Cl)cc1Cl | i | i
CCN(CC)S(=O)(=O)c1cc([N+](=O)[O-])ccc1NNC(=O)Nc1ccc(F)cc1 | i | i
Cc1cc(Cl)ccc1OCC(=O)OCC(=O)N(CC(C)C)c1c(N)n(Cc2ccccc2)c(=O)[nH]c1=O | i | i
O=C(COc1ccccc1)NCC(=O)N/N=C/c1ccco1 | i | i

Further results:
canonical_smiles | CHT PAM | CHT block
COc1ccccc1NC(=O)CC1CCCC1 | i | i
CCC(C)n1c(SCc2ccccc2)nc2ccsc2c1=O (stereo not given) | i | i
O=C(Cn1cc2c(n1)CCCC2)N1CCCC1 | i | i
CC(=O)c1sc(C(C)(C)C)cc1NC(=O)/C=C/C(=O)O | i | i
O=[N+]([O-])c1ccccc1Nc1ccc(O)cc1 | i | -5.5*
CCOc1cccc2sc(N3CCN(C(=O)c4ccc5ncsc5c4)CC3)nc12 | i | i
CC1(C)CC(=O)C2=C(C1)NC(SCC(=O)Nc1ccccc1)=C(C#N)C21CCCCC1 | i | i
CC(=O)c1ccc(C(=O)Nc2ccc3c(c2)C(=O)NC3=O)cc1 | i | i
CCc1ccccc1N(CC(=O)NC(C)(C)C)C(=O)CCC(=O)Nc1ccccn1 | i | i
C/C(Cc1ccccc1)=N\NC(=O)CNC(=O)COc1ccccc1 | i | i
COc1cc(/C=C/C(=O)OCC(=O)Nc2c(C)n(C)n(-c3ccccc3)c2=O)ccc1OCC#N | i | i
COc1cc(NC(=O)COC(=O)CNS(=O)(=O)c2ccc(F)c(F)c2F)cc(OC)c1 | i | i
O=c1c(-c2ccc(Cl)cc2)coc2c(CN3CCCCC3)c(O)ccc12 | i | i
COc1cccc(N2CC(=O)N(c3cccc(OC)c3)CC2=O)c1 | i | i
O=C1CCCN1c1nccs1 | i | i
CC1(C)NC(=O)N(CC(O)COc2ccc(-c3ccccc3)cc2)C1=O (stereo not given) | i | i
O=C(O)CN1C(=O)CC(Cc2ccccc2)C1=O (stereo not given) | i | i
O=C1c2ccccc2C(=O)N1Cc1ccc2c(c1)OCO2 | i | i
O=C(O)Cn1nnc2ccccc21 | i | i
COc1cc2c(c(OC)c1OC)-c1c(cc(OC)c(OC)c1OC)C[C@](C)(O)[C@@H](C)C2 | i | i

Part of the list above, with two lines to a compound.
Results follow in this order: CHT PAM, CHT block
- COc1cccc(N2CC(=O)N(c3cccc(OC)c3)CC2=O)c1
  i, i
- O=C1CCCN1c1nccs1
  i, i

Remaining list, next part.
canonical_smiles | CHT PAM | CHT block
O=C(CN1CCCC1)OCCCC1CCCCC1 | i | i
COCCOC(=O)C1=C(C)NC(=O)NC1c1ccc(-c2ccc(F)cc2)o1 (stereo not given) | i | i
O=C(CCc1ccccc1)N=C1SC2CS(=O)(=O)CC2N1Cc1ccccc1 (stereo not given) | i | i
O=C(Nc1ccc(NC(=O)c2ccco2)nc1)c1cccnc1 | i | i
C/C(=N/NC(=O)c1ccco1)c1cccnc1 | i | i
CCOC(=O)N1CCN(C(=O)c2cc3c(-c4ccc(Cl)cc4)nn(C)c3s2)CC1 | i | i
COc1ccc([C@@H]2CC=C(C(=O)O)[C@H](c3ccc(Cl)cc3)N2S(=O)(=O)c2ccccc2C)cc1 | i | i
COc1ccccc1C(=O)OCC(=O)NCCNC(=O)COC(=O)c1ccccc1OC | i | i
COc1ccc(S(=O)(=O)n2ccc(C)n2)cc1C | i | i
CC(C)Cn1c(-c2ccc(Br)cc2)c[nH]c1=S | i | i
Fc1ccc(NC(=S)Nc2ccc(Cl)cc2)cc1 | i | i
FC(F)(F)c1cnc2c(-c3ccc(Cl)cc3Cl)noc2c1 | i | i
Cc1cc(NC(=O)CSc2ccc(-c3ccc4c(c3)OCO4)nn2)no1 | i | i
COc1ccc(C(=O)N2CC(=O)Nc3ccccc32)cc1S(=O)(=O)N1CCCC1 | i | i
COc1ccc(S(=O)(=O)Nc2ccccc2C)cc1 | i | i
Cc1cccc(NC(=O)COc2coc(CN3CCN(c4ccccc4)CC3)cc2=O)c1 | i | i
N#CCC(=O)Nc1ncn(Cc2ccccc2Cl)n1 | i | i
CC(=O)C1C(c2cccc(Oc3ccccc3)c2)NC(=O)NC1(O)C(F)(F)F (stereo not given) | i | i
O=C(N/N=C/c1ccccc1Cl)c1n[nH]c2c1CCCC2 | i | i
COc1ccccc1NC(=O)c1sc2nc3n(c(=O)c2c1C)CCC3 | i | i
COc1cc(C(=O)NC2CC3CCCC(C2)N3CC(=O)Nc2ccccc2)cc(OC)c1OC (stereo not given) | i | i
COc1ccc(CC(=O)Oc2ccc(C)cc2C)cc1 | i | i
Cc1nc2ccc(NC(=O)CSc3nnc(C)s3)cc2[nH]1 | i | i
CN(C)CCOC(=O)c1sc2ccccc2c1Cl | i | i
O=C1NCCN(Cc2ccc(Cl)c(F)c2)C1CC(=O)N1CCc2ccccc2C1 (stereo not given) | i | i
CC(C)CCNc1nc2ccccc2nc1NS(=O)(=O)c1cccs1 | i | i
CCOC(=O)c1cc2c(=O)[nH]c(C(Cl)(Cl)Cl)nc2o1 | i | i
COc1ccc(CCNc2oc(-c3ccc(C)cc3)nc2C#N)cc1OC | i | i
O=C(CCN1CCCC1=O)NC1CCCc2c1cnn2-c1ccccc1F (stereo not given) | i | i
CCCS(=O)(=O)c1ccc(COC(=O)c2cccc(NC(=O)C(C)C)c2)cc1 | i | i

Retrieved by compound from the list above, two records:
canonical_smiles | CHT PAM | CHT block
Cc1nc2ccc(NC(=O)CSc3nnc(C)s3)cc2[nH]1 | i | i
CCCS(=O)(=O)c1ccc(COC(=O)c2cccc(NC(=O)C(C)C)c2)cc1 | i | i

Other compounds:
canonical_smiles | CHT PAM | CHT block
NC(=O)CSc1nnc(-c2ccncc2)o1 | i | i
O=C(O)c1ccccc1-c1ccccc1C(=O)NCc1cccc(C(F)(F)F)c1 | i | i
CN(C)c1ccc(C(=O)N=c2sccn2C)cc1[N+](=O)[O-] | i | i
Cc1ccc(C)c(S(=O)(=O)N2CCN(c3ncccn3)CC2)c1 | i | i
COc1ccc(C(=O)Nc2ccccc2C(=O)O)cc1Cl | i | i
O=c1sc2ccccc2c(N2CCCCC2)c1[N+](=O)[O-] | i | i
Cc1ccc(-c2noc(CNc3ccccc3)n2)cc1 | i | -5.8*
CCCOc1ccc(NC(=O)c2c(-c3ccccc3)noc2C)cc1 | i | i
O=S(=O)(CS(=O)(=O)c1ccc(Cl)cc1)c1ccc(Cl)cc1 | i | i
CCCCSc1nc2c(cc1C#N)CCC2 | i | i
Cc1ccc(CCN2CC(C(=O)NCCN3CCOCC3)CC2=O)cc1 (stereo not given) | i | i
CCc1cc(=O)[nH]c(SCc2cccc3ccccc23)n1 | i | i
CCC(NC(=O)Cc1cccs1)c1ccccc1 (stereo not given) | i | i
Cc1cc(=O)[nH]c(N/N=C/C2=C(N3CCOCC3)C(=C\c3ccc(Cl)cc3)/CC2)n1 | i | i
